Compound activity: PubChem, Sanford-Burnham Center for Chemical Genomics
mouse IAP activators: mouse intestinal phosphatase enzyme activation – biochemical, luminescence, single concentration, confirmation (AID 434970). purified mouse IAP, CDP-Star luminescence, 30 min; stronger effect = lower value. activity change, negative = activation, % at 10 µM. 2.9% of 11,000 active; in the data active means activity change below about -85%;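 further: percent relative to enzyme plus DMSO wells and wells without enzyme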
mouse IAP activators Fold change: further read-out of mouse IAP activators, marked with its call; activation factor; measured here: IAP activation factor; stronger effect = higher value;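 fold luminescence change scaled to plate control wells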
Active calls of the source: *.

Below each SMILES – mouse IAP activators	mouse IAP activators Fold change
COc1ccc(N2C(=O)C(Cl)=C(N3CCCC3)C2=O)cc1
  -7	1.1
COCC(C)NC(=O)c1ccc(-n2nc(C(F)(F)F)cc2-c2cccs2)cc1 (stereo unspecified)
  2	0.98
Cc1occc1-c1nnc(SCC(=O)Nc2ccc3c(c2)OCO3)n1CC1CCCO1 (stereo unspecified)
  8	0.92
O=C(c1ccc([N+](=O)[O-])cc1)N(C1=NCCCCS1)c1ccccc1
  5	0.95
Cc1cc(C)cc(NC(=S)NC2CC3CCCC(C2)N3C2CC2)c1 (stereo unspecified)
  -56	1.6
CCc1nnc(NC(=O)C2CCC2)s1
  3	0.97
CCOc1ccc(CCNC(=O)c2ccc3c(c2)NC(=O)C2CCCN32)cc1OCC (stereo unspecified)
  -55	1.5
CCCCN(CC)C(=O)CN(C)S(=O)(=O)c1cccc2nsnc12
  1	0.99
COc1ccc2[nH]c3c(c2c1)CCN1C(=O)C(CC(=O)NCCCn2ccnc2)C[C@H](C(=O)N2CCOCC2)[C@@]31C (stereo partly specified)
  -12	1.1
CCC(=O)CN(Cc1cc(OC)ccc1OC)S(=O)(=O)c1ccccc1Br
  0	1
O=C(NCCNS(=O)(=O)c1ccc(Cl)cc1)c1cc(OCC(F)(F)F)ccc1OCC(F)(F)F
  3	0.97
COc1cc(C2c3c(oc4c(C)cc(C)cc4c3=O)C(=O)N2Cc2cccnc2)ccc1O (stereo unspecified)
  2	0.98
CCOc1ccc2nc(-c3ccccc3)[nH]c2c1
  -6	1.1
COc1ccc2nc(C)cc(SCC(=O)O)c2c1
  4	0.96
CCC(=O)N/C(=N\OCc1ccc(F)cc1)c1nonc1NC(=O)CC
  -4	1
CCCNC(=S)NCCN1CCCCC1
  -2	1
CC(CNC(=O)c1cc(Cl)ccc1[N+](=O)[O-])NC(=O)c1cc(Cl)ccc1[N+](=O)[O-] (stereo unspecified)
  -4	1
O=C(c1ccc2c(c1)OCO2)N1CCCC1
  1	0.99
CC(C)CCNC(=O)NC(=O)CSc1nnc(COc2ccccc2Cl)o1
  -4	1
O=C(N/N=C/c1ccc([N+](=O)[O-])o1)c1sc2ccccc2c1Cl
  54	0.46

Shown as labelled records: four of the compounds above.
structure: Cc1cc(C)cc(NC(=S)NC2CC3CCCC(C2)N3C2CC2)c1 (stereo unspecified)
  mouse IAP activators: -56	mouse IAP activators Fold change: 1.6
structure: CCc1nnc(NC(=O)C2CCC2)s1
  mouse IAP activators: 3	mouse IAP activators Fold change: 0.97
structure: CCOc1ccc(CCNC(=O)c2ccc3c(c2)NC(=O)C2CCCN32)cc1OCC (stereo unspecified)
  mouse IAP activators: -55	mouse IAP activators Fold change: 1.5
structure: CCCCN(CC)C(=O)CN(C)S(=O)(=O)c1cccc2nsnc12
  mouse IAP activators: 1	mouse IAP activators Fold change: 0.99

New compounds follow
Below each SMILES – mouse IAP activators	mouse IAP activators Fold change
COc1cccc(N(C(=O)Cn2nnc(-c3ccc(C)o3)n2)C(C(=O)NC(C)(C)C)c2cccs2)c1 (stereo unspecified)
  -4	1
CC(C)(C)OC(=O)[C@H](Cc1ccccc1)NC(=O)c1nc[nH]c1C(=O)N1CCN(C(=O)OC(C)(C)C)CC1
  2	0.98
COC(=O)c1sccc1NC(=O)C1C2C=CC(O2)C1C(=O)O (stereo unspecified)
  0	1
Cc1ccc(-c2nnc(CSc3nnc(COc4ccccc4)n3-c3ccc(C)cc3)o2)cc1
  -5	1
NS(=O)(=O)c1ccc(N=Nc2c(=O)[nH]n3c(=O)c4c([nH]c23)CCCC4)cc1
  63	0.37
Cc1ccc(S(=O)(=O)N2CCC(=O)N2)cc1
  -2	1
NC(=O)c1sc2nc3c(c(-c4ccco4)c2c1N)CCC3
  57	0.43
CC1=CC(C)(C)N2C(=O)C3(N=C(N)NC(Nc4ccccc4)=N3)c3cc(C)cc1c32 (stereo unspecified)
  -98	2
N#CCSc1nc2scc(-c3cccs3)c2c(=O)n1CCc1ccccc1
  -11	1.1
COCc1cc(C)nc2sc(C(=O)OC)c(N)c12
  -4	1
Cc1c(C(=O)N(C)Cc2ccccc2)oc2ccc(S(=O)(=O)N3CCCC3)cc12
  0	1
C/C=C/c1ccc(OC)c(OC(C)=O)c1
  4	0.96
CC(=O)Oc1c(S(=O)(=O)c2ccccc2)c(C)nn1C(C)(C)C
  9	0.91
CC1(C)CC(=O)C(C=Nc2ccc(Cl)cn2)=C(O)C1
  -5	1.1
Clc1ccc(OCc2nc(-c3ccncc3)no2)c(Cl)c1
  6	0.94
CCC(C)c1ccc(NC(=O)C2CC2)cc1 (stereo unspecified)
  -7	1.1
O=C(Nc1ccc2nc(-c3ccccc3)[nH]c2c1)c1ccco1
  0	1
O=C(CC12CC3CC(C1)CC(CC(=O)NC1=NCCS1)(C3)C2)NC1=NCCS1
  5	0.95
COc1ccc(CC(C#N)(CO)c2nc3ccccc3[nH]2)cc1 (stereo unspecified)
  -8	1.1
COC(=O)CNC(=O)COC(=O)C(Cc1ccccc1)NC(=O)c1ccco1 (stereo unspecified)
  -5	1.1

Of the compounds above, these have a Cl atom.
Below each SMILES – mouse IAP activators	mouse IAP activators Fold change
COc1ccc(N2C(=O)C(Cl)=C(N3CCCC3)C2=O)cc1
  -7	1.1
O=C(NCCNS(=O)(=O)c1ccc(Cl)cc1)c1cc(OCC(F)(F)F)ccc1OCC(F)(F)F
  3	0.97
CC(CNC(=O)c1cc(Cl)ccc1[N+](=O)[O-])NC(=O)c1cc(Cl)ccc1[N+](=O)[O-] (stereo unspecified)
  -4	1
CC(C)CCNC(=O)NC(=O)CSc1nnc(COc2ccccc2Cl)o1
  -4	1
O=C(N/N=C/c1ccc([N+](=O)[O-])o1)c1sc2ccccc2c1Cl
  54	0.46
CC1(C)CC(=O)C(C=Nc2ccc(Cl)cn2)=C(O)C1
  -5	1.1
Clc1ccc(OCc2nc(-c3ccncc3)no2)c(Cl)c1
  6	0.94

Further structures
Below each SMILES – mouse IAP activators	mouse IAP activators Fold change
CC(=O)N1CCC2(CC1)C(C#N)=C(N)Oc1c2sc2nc(C)cc(C)c12
  9	0.91
CCn1c(CC(=O)Nc2ccc(C)cc2)nnc1SCC(=O)N1CCN(c2ccccc2)CC1
  -4	1
COCC(=O)N(C)c1nnc(-c2cnccn2)s1
  4	0.96
COc1ccc(C2C(C#N)=C(N)Oc3cc(C)n(Cc4ccco4)c(=O)c32)cc1 (stereo unspecified)
  16	0.84
Cc1ccc(NC(=S)NCc2ccccc2)cc1S(=O)(=O)N1CCCCC1
  -187*	2.9*
COC(=O)Cc1ccc(NC(=O)c2ccc(C(C)(C)C)cc2)cc1
  -6	1.1
O=C1CC(=O)CC(c2ccccc2Cl)C1
  -6	1.1
COc1ccc(C2C(C(=O)NC(C)C)c3ccccc3C(=O)N2C)cc1OC (stereo unspecified)
  6	0.94
COc1ccc2sc(-c3ccccc3OC)c(-c3ccc(OCCN4CCOCC4)cc3)c2c1
  -5	1
Cc1ccc2nc(N3CCN(c4cccc(C)c4C)CC3)c3nnnn3c2c1
  9	0.91
COC(=O)[C@@]1(Cc2ccccc2)[C@H]2C(=O)N(Cc3ccccc3)C(=O)[C@H]2[C@H]2CN=C(SCC(=O)c3ccccc3)N21
  21	0.79
COC(=O)c1cn(NC(=O)c2ccc(OC)c(OC)c2)c(=O)c2ccccc12
  8	0.92
CCOC(=O)N1CCN(C(=O)CCSc2ccc(Cl)cc2)CC1
  -4	1
Cc1sc2nc(CN(Cc3cccs3)C(=O)C3CC3)[nH]c(=O)c2c1C
  4	0.96
CC(C)(C)OC(=O)N[C@@H](Cc1ccccc1)c1nnc(SCC(=O)O)o1
  4	0.96
CC(=O)CC1(O)C(=O)N(Cc2ccccc2)c2ccccc21 (stereo unspecified)
  -7	1.1
Cc1nc(NC(=O)CSc2nc3cccnc3n2C2CCCCC2)sc1C
  3	0.97
COC(=O)CSc1nc(-c2ccccc2)c2c(c1C#N)CCCC2
  2	0.98
COc1cc2c(cc1OC)[C@@H](NC(=O)CCC1CCCCC1)[C@H](O)C2
  -1	1
Cn1c(=O)c2c(nc(CN3CCOCC3)n2CCc2ccccc2)n(C)c1=O
  6	0.94

(next part)
Below each SMILES – mouse IAP activators	mouse IAP activators Fold change
CCOC(=O)C1(C)NC(c2ccc(OC)c(OC)c2)C2C(=O)N(CC)C(=O)C21 (stereo unspecified)
  0	1
CS(=O)(=O)c1cccc(C(=O)Oc2ccccc2)c1
  -4	1
COC(=O)c1ccccc1NC(=O)C1CCN(C(=O)c2cc(OC)cc(OC)c2)CC1
  8	0.92
COc1ccc2[nH]c3c(c2c1)CCN1C(=O)C(CC(=O)NCCc2ccccn2)C[C@H](C(=O)N2CCOCC2)[C@@]31C (stereo partly specified)
  4	0.96
Cc1cc(C(=O)COc2ncnc3sccc23)c(C)n1C
  -7	1.1
CC(C)N(C(=O)c1sc2cc([N+](=O)[O-])ccc2c1Cl)C(C)C
  -2	1
CCn1c(CNc2ccc(Cl)cc2)nnc1SCC(=O)NCc1ccccc1
  2	0.98
COCc1cc(=O)[nH]c2cc(NC(=O)C3CC3)c(C)cc12
  7	0.93
CC(C)CCn1c(-c2nonc2N)nc2ccccc21
  7	0.93
Cc1ccc(NS(=O)(=O)c2ccc3[nH]c(=O)oc3c2)c(C)c1
  85	0.15
O=c1c2c3c(sc2[nH]c(=S)n1Cc1ccco1)CCC3
  64	0.36
COC(=O)c1sccc1NC(=O)CSc1ccc(Cl)cc1
  7	0.93
CC(C)N(C(=O)[C@H]1C[C@H](CC(=O)NCCCN(C)C)C(=O)N2CCc3c([nH]c4ccc(Cl)cc34)[C@]12C)C(C)C
  -21	1.2
COc1cc(OC)c2c(-c3cccc(/C=C/c4ccc(F)cc4)c3)cc(=O)oc2c1
  2	0.98
Cc1cc(=O)n2[nH]cc(C(=O)O)c2n1
  58	0.42
Cc1coc(NC(=O)CSc2nc(-c3ccncc3)cc(C(F)(F)F)c2C#N)n1
  6	0.94
CCCCNC(=O)c1c[nH]c2ccc(S(=O)(=O)Nc3ccc(OCC)cc3)cc2c1=O
  2	0.98
CC(C)(C)OC(=O)C1C(=O)CC(C)(O)C(C(=O)OC(C)(C)C)C1c1ccco1 (stereo unspecified)
  7	0.93
CC[C@]12c3[nH]c4cc(CCC(=O)N(C)C)ccc4c3CCN1C(=O)[C@@H](CC(=O)NCCN1CCOCC1)C[C@@H]2C(=O)N1CCN(C(=O)C2CC2)CC1
  -7	1.1
CCOC(=O)c1ccc(-c2cccc(-c3cc(=O)oc4cc(OC)cc(OC)c34)c2)cc1
  8	0.92

The list goes on:
Below each SMILES – mouse IAP activators	mouse IAP activators Fold change
COc1ccc(NC(=O)Nc2ccc3c(c2)C(=O)N([C@H](C)CO)C[C@H](C)[C@@H](CN(C)S(=O)(=O)c2cccs2)O3)cc1
  -110*	2.1*
COC(=O)C(CC(=O)Nc1cc(C)ccc1C)Nc1ccccc1OC (stereo unspecified)
  8	0.92
CCC(C)(C(=O)NC1CCCCC1)N(C)C(=O)c1ccc2c(c1)OCO2 (stereo unspecified)
  5	0.95
Cc1cccc(NC(=O)NCCc2c[nH]c3ccccc23)c1
  -72	1.7
CCCOc1ccc(C2C(C(=O)c3ccc(C)o3)=C(O)C(=O)N2CCN2CCOCC2)cc1OC (stereo unspecified)
  2	0.98
COc1cc(/C=C/[N+](=O)[O-])ccc1OC(=O)c1cc2ccccc2oc1=O
  49	0.51
COc1ccc(CCNC(=O)CCS(=O)(=O)c2cccc3nsnc23)cc1OC
  -7	1.1
COc1ccc(C2CC(=O)Oc3cc(O)ccc32)cc1 (stereo unspecified)
  10	0.9
CCC(C(=O)NC1CCCC1)N(Cc1cccs1)C(=O)Cn1nnc(-c2ccc(OC)c(OC)c2)n1 (stereo unspecified)
  -69	1.7
NC(=O)c1ccsc1NC(=O)COC(=O)Cc1ccsc1
  4	0.96
O=C1OCCN1C(=O)[C@H]1[C@H](c2ccccc2)C(c2ccccc2)=NN1c1ccc(Br)cc1
  -1	1
COC(=O)C(NC(=O)c1ccco1)(Nc1cc(C)ccn1)C(F)(F)F (stereo unspecified)
  0	1
COc1ccc(Nc2ncc(C(=O)N3CCC(C(N)=O)CC3)c3ccccc23)cc1
  10	0.9
O=C(c1ccc(COc2c(F)c(F)cc(F)c2F)o1)N1CCN(c2ccccc2)CC1
  -10	1.1
CC(C)(C)NC(=O)C[C@H]1C[C@H](C(=O)N2CCCCC2)[C@@]2(CCc3ccccc3)c3[nH]c4cc(-c5ccco5)ccc4c3CCN2C1=O
  -1	1
CCCCNC(=S)Nc1ccc(C(F)(F)F)cc1
  -11	1.1
O=C(Nc1nc2c(s1)CCCC2)c1cccs1
  7	0.93
O=C(COC(=O)c1cccnc1SCC(=O)NCc1ccccc1)NCc1ccccc1
  2	0.98
Cc1ccc(C2CC(=O)Oc3cc(C)c(Br)c(C)c32)cc1 (stereo unspecified)
  -6	1.1
CCN=C1SC(CC(=O)NC(N)=O)C(=O)N1CC (stereo unspecified)
  -4	1

(list continues)
Below each SMILES – mouse IAP activators	mouse IAP activators Fold change
O=C(N1CCOCC1)C12CC3CC(C1)CC(C(=O)N1CCOCC1)(C3)C2
  -11	1.1
CCc1c(C)nc(SCC(=O)CC(=O)OC(C)C)c(C#N)c1C
  -15	1.1
COc1ccccc1CN1CCC(n2nccc2NC(=O)CCCc2ccccc2)CC1
  -108*	2.1*
Cc1ccc(SCCCn2cnc3ccccc3c2=O)cc1
  4	0.96
N#CC(C(=O)OC1CCCCC1)c1nc2ccccc2nc1N1CCCCC1 (stereo unspecified)
  15	0.85

A portion of the library; count on the stated rates, not on these rows.
